F508del corr: correctors of CFTR F508del function in bronchial epithelial cells; activity (quench increase), % at 7.58 µM; AID 720511; CFBE cells, YFP halide quenching; stimulated with forskolin plus potentiator P3; % fluorescence drop versus neutral controls; 350,000 compounds, 0.36% hits;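 active = mean added fluorescence quench of at least 8% versus neutral control, with both replicates also reaching 8%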;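 also: cells transiently co-express mutant CFTR-F508del with the halide-sensitive YFP; corrector assay measuring rescue of mutant channel to the surface after 24 h compound exposure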
INS-1E GSIS act: GLuc luminescence reporter in INS-1E cells, primary screen for activators of glucose-dependent secretion of insulin; INS-1E GLuc reporter insulin secretion, 2-3 h; activation, % at 16.6 µM; 370,000 compounds, 0.61% hits; AID 743287;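 active = lowest replicate activation of at least 40%, so every replicate reaches that level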;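 also: 0% = median of neutral control wells and 100% = median of IBMX positive control wells; some compounds called inactive have numbers as strong as hits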
Xi reactivation: X-chromosome reactivation activator | XiGFP mouse fibroblasts, % GFP-positive cells imaging, 3 d; cells co-treated with 5-aza-dC sensitizer; scaled so ellipticine positive control = 100% | activation, % at 7.58 µM | 360,000 compounds, 0.055% hits | AID 743238;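 active = mean normalized replicate activation at least 10% and every replicate at or above 10%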;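 also: 0% = median of on-plate neutral control wells and 100% = ellipticine 6 µM median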
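Material: XiGFP fibroblasts, SV40-immortalized. Buffer or medium: DMEM plus 5-aza-dC sensitizer. Compound: single concentration per compound, delivered by pin transfer. Times: 3 days compound exposure. Controls: ellipticine 6 µM.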
* = called active by the depositor; & = joins results of further samples. Only part of the results is shown; count on the stated rates, not on these rows.

SMILES	F508del corr	INS-1E GSIS act	Xi reactivation
CC(C)NC(=O)N(C)C[C@@H]1OCCCC[C@@H](C)Oc2ccc(N(C)C)cc2C(=O)N([C@H](C)CO)C[C@H]1C	-1.4	-4	0.0
COc1cccc(-c2ccc(C3[C@@H]4CN(C(=O)Cc5ccccc5)C[C@H]3N4)cc2)c1 (stereo partly specified)	1.4	-29	0.1
C[C@@H]1CN([C@H](C)CO)S(=O)(=O)c2ccc(-c3ccc(F)cc3)cc2O[C@H]1CN(C)C(=O)C1CCC1	-0.1	-24	-0.9
O=C(NCc1cc(C(F)(F)F)cc(C(F)(F)F)c1)C1CC(c2ccccc2C(F)(F)F)=NO1 (stereo unspecified)	3.1	-9	0.1
COc1ccc2c3c([nH]c2c1)[C@@H](CO)NCC31CN(C(=O)Nc2ccc(F)cc2F)C1	1.2	-7	0.0
CCCC(=O)N1CC2(CCN(C(=O)NC(C)C)CC2)c2c(n(C)c3cc(OC)ccc23)[C@H]1CO	2.1	15	0.3
COc1ccc2c3c(n(C)c2c1)[C@H](CO)NCC31CCN(S(=O)(=O)c2ccc(C)cc2)CC1	0.3	3	0.3
COc1cc(CNc2ccc(CNc3ncn[nH]3)cc2)ccc1OCC(=O)NC(C)(C)C	-3.2	-1	0.3
CCCC(=O)N1CC2(CCN(C(=O)C3CCC3)CC2)c2c(n(C)c3cc(OC)ccc23)[C@@H]1CO	-0.5	-7	0.3
COc1ccc2c3c(n(C)c2c1)[C@@H](CO)N(C(=O)C1CCOCC1)CC31CN(Cc2cccc(F)c2)C1	3.7	9	0.4
COc1ccc2c3c(n(C)c2c1)[C@H](CO)N(Cc1cccnc1)CC31CCN(Cc2cccnc2)CC1	2.0	1	0.4
COc1ccc(CN2CC3(CCN(Cc4ccccn4)CC3)c3c(n(C)c4cc(OC)ccc34)[C@@H]2CO)cc1	-1.9	-21	0.5
COc1ccc2c3c(n(C)c2c1)[C@H](CO)NCC31CCN(Cc2ccccc2Cl)CC1	0.1	20	0.1
COc1cccc(-c2ccc(C3[C@@H]4CN(C(=O)Nc5ccccc5F)C[C@H]3N4)cc2)c1 (stereo partly specified)	1.4&3.8	-22&-14	0.0&0.0
COc1ccc2c3c(n(C)c2c1)[C@H](CO)N(Cc1ccccc1)CC31CN(C(=O)C2CC2)C1	-1.3	3	0.4
CN(C)CC(=O)N1C[C@@H]2N[C@H](C1)C2c1ccc(-c2ccncc2)cc1 (stereo partly specified)	0.0&2.5	13&-7	0.0&0.0
COc1ccc2c3c([nH]c2c1)[C@@H](CO)N(S(=O)(=O)c1cn(C)cn1)CC31CCN(Cc2ccccc2Cl)CC1	0.0	-15	0.0
COc1ccc2c3c(n(C)c2c1)[C@@H](CO)NCC31CCN(Cc2ccccc2F)CC1	0.7	9	0.1
O=C(c1cnccn1)N1CC(=O)N2[C@H](CO)[C@@H](c3ccc(C4=CCCCC4)cc3)[C@H]2C1	1.2	2	0.1
COc1cccc(S(=O)(=O)N2CC3(CN(C(=O)Nc4ccc(F)cc4)[C@@H](CO)c4[nH]c5cc(OC)ccc5c43)C2)c1	3.1	-26	0.3
COc1ccc2c3c([nH]c2c1)[C@H](CO)N(C)CC31CN(C(=O)c2ccccn2)C1	0.8	2	0.3
C/C=C/c1ccc(C2[C@H]3CNC[C@@H]2N3C(=O)Nc2ccc(C(F)(F)F)cc2)cc1 (stereo partly specified)	-1.9&3.2	-13&-21	0.0&0.1
COc1ccc2c3c(n(C)c2c1)[C@@H](CO)N(C(=O)c1ccccc1)CC31CN(CC2CC2)C1	1.8	-3	0.2
C[C@@H]1CN([C@@H](C)CO)S(=O)(=O)c2ccc(C3=CCCCC3)cc2O[C@H]1CN(C)Cc1ccccc1	-3.1	16	0.0
CC(C)CC#Cc1ccc2c(c1)O[C@H](CN(C)C(=O)C1CC1)[C@@H](C)CN([C@H](C)CO)S2(=O)=O	1.3	-10	-0.6
Other records.
SMILES	F508del corr	INS-1E GSIS act	Xi reactivation
N#Cc1ccc(-c2ccc([C@@H]3[C@@H]4CN(S(=O)(=O)Cc5ccccc5)C[C@H]3N4)cc2)cc1	3.7	-12	0.0
COc1cccc(S(=O)(=O)N2CCC3(CC2)CN[C@@H](CO)c2[nH]c4cc(OC)ccc4c23)c1	0.4	7	0.5
COc1ccc2c3c(n(C)c2c1)[C@@H](CO)N(Cc1ccccc1F)CC31CN(C(=O)C2CCC2)C1	0.6	-20	0.1
C[C@H](CO)N1C[C@H](C)[C@H](CN(C)C(=O)C2CCC2)Oc2cc(-c3ccc(F)cc3)ccc2S1(=O)=O	-5.3	-14	-0.6
N#Cc1cccc(-c2ccc(C3[C@@H]4CN(C(=O)c5ccc6c(c5)OCO6)C[C@H]3N4)cc2)c1 (stereo partly specified)	1.0&1.8	2&-12	0.1&0.0
COc1cc(CN2CC3(CN(C(=O)c4ccc5c(c4)OCO5)C3)c3c(n(C)c4cc(OC)ccc34)[C@H]2CO)cc(OC)c1	3.1	-2	0.2
Cc1ccc(-c2ccc([C@@H]3[C@@H]4CN(Cc5ccccc5F)C[C@H]3N4)cc2)cc1	-3.4	83*	0.0
COc1ccc(-c2cnc3c(c2)C(=O)N([C@@H](C)CO)C[C@H](C)[C@H](CN(C)S(=O)(=O)c2ccc(OC)cc2)O3)cc1	-3.7	-30	-1.1
C[C@@H]1CN([C@H](C)CO)C(=O)c2cc(-c3ccncc3)cnc2O[C@@H]1CN(C)C(=O)C1CCC1	-1.9	17	0.0
C[C@@H]1CN([C@H](C)CO)S(=O)(=O)c2ccc(-c3ccncc3)cc2O[C@H]1CN(C)C(=O)C1CCC1	1.6	6	-0.1
COc1ccc2c3c([nH]c2c1)[C@@H](CO)N(C(=O)c1ccccn1)CC31CCN(C(=O)C2CC2)CC1	1.0	13	0.0
C/C=C/c1ccc2c(c1)O[C@H](CN(C)C(=O)C1CCC1)[C@@H](C)CN([C@@H](C)CO)S2(=O)=O	-0.5	-7	-0.8
COc1ccc2c3c(n(C)c2c1)[C@@H](CO)N(S(C)(=O)=O)CC31CN(C(=O)C2CC2)C1	2.9	31	0.3
CC(C)CC#Cc1ccc2c(c1)O[C@H](CN(C)C(=O)C1CC1)[C@H](C)CN([C@@H](C)CO)S2(=O)=O	-2.8	-13	-0.7
C[C@H](CO)N1C[C@H](C)[C@H](CN(C)C)Oc2cc(C3=CCCCC3)ccc2S1(=O)=O	-0.9	-2	-0.8
COc1ccc2c3c([nH]c2c1)[C@H](CO)N(Cc1ccccc1F)CC31CN(C(=O)C2CCOCC2)C1	1.4	-6	0.2
N#Cc1ccc(-c2ccc(C3[C@@H]4CN(S(=O)(=O)c5ccc(F)cc5)C[C@H]3N4)cc2)cc1 (stereo partly specified)	-2.9&4.9	-5&2	0.0&0.1
COc1ccc2c3c(n(C)c2c1)[C@@H](CO)N(C(C)=O)CC31CCN(C(=O)Nc2ccc(F)cc2)CC1	3.3	9	0.4
CCS(=O)(=O)N1CCC2(CC1)CN(C)[C@@H](CO)c1c2c2ccc(OC)cc2n1C	0.2	20	0.3
CCS(=O)(=O)N1CC2(CN[C@@H](CO)c3c2c2ccc(OC)cc2n3C)C1	1.8	16	0.3
COc1ccc2c3c([nH]c2c1)[C@H](CO)NCC31CCN(C(=O)C2CCCCC2)CC1	-0.4	-5	0.2
C[C@@H]1CN([C@H](C)CO)S(=O)(=O)c2ccc(-c3ccc(F)cc3)cc2O[C@@H]1CN(C)C(=O)C1CCC1	-2.1	-18	-0.6
C[C@@H]1CN([C@@H](C)CO)S(=O)(=O)c2ccc(-c3ccccc3)cc2O[C@H]1CN(C)C(=O)C1CCC1	-0.5	-17	-0.1
CCCNC(=O)N1CC(=O)N2[C@H](CO)[C@H](c3ccc(-c4ccccc4)cc3)[C@@H]2C1	-1.1	16	0.1
C[C@@H]1CN([C@@H](C)CO)S(=O)(=O)c2ccc(C#CC3CC3)cc2O[C@H]1CN(C)C(=O)Nc1cc(F)ccc1F	5.4	-20	-0.9
Remaining list, next part:
SMILES	F508del corr	INS-1E GSIS act	Xi reactivation
CN(C)C(=O)c1cccc(-c2ccc(C3[C@@H]4CN(Cc5cocn5)C[C@H]3N4)cc2)c1 (stereo partly specified)	-2.3	-1	0.0
CCC(=O)N(C)C[C@H]1Oc2cc(C3=CCCCC3)ccc2S(=O)(=O)N([C@@H](C)CO)C[C@H]1C	-0.3	-5	-0.7
COc1ccc(C#Cc2ccc([C@@H]3[C@H](CO)N4C(=O)CN(C(=O)C5CCOCC5)C[C@@H]34)cc2)cc1	-1.1	-10	0.7
C[C@@H]1CN([C@@H](C)CO)C(=O)c2cc(NS(=O)(=O)c3cccs3)ccc2O[C@@H](C)CCCCO[C@@H]1CN(C)C(=O)Nc1ccc(F)cc1	0.6	-9	-0.7
COc1ccc2c3c(n(C)c2c1)[C@@H](CO)NCC31CN(S(=O)(=O)c2cccc(C)c2)C1	0.6	15	0.2
COc1ccc2c3c(n(C)c2c1)[C@H](CO)N(Cc1ccncc1)CC31CCN(C(=O)C2CC2)CC1	3.3	-7	0.0
O=C(Nc1ccccc1F)N1[C@@H]2CNC[C@H]1C2c1ccc(-c2ccncc2)cc1 (stereo partly specified)	-0.5&0.9	6&-2	0.0&0.0
COc1cccc(-c2ccc(C3[C@@H]4CN(C(=O)C5CCOCC5)C[C@H]3N4)cc2)c1 (stereo partly specified)	0.6&0.2	9&-15	0.0&0.0
N#Cc1ccc(-c2ccc(C3[C@H]4CNC[C@@H]3N4C(=O)NC3CCCCC3)cc2)cc1 (stereo partly specified)	-1.7	-8	0.0
C/C=C/c1ccc2c(c1)O[C@H](CN(C)C(=O)C1CCC1)[C@H](C)CN([C@H](C)CO)S2(=O)=O	0.2	13	-0.9
COc1ccc2c3c(n(C)c2c1)[C@H](CO)N(C(C)=O)CC31CN(C(=O)C2CC2)C1	4.7	16	0.4
CCS(=O)(=O)N1CC2(CN(Cc3ccccc3)[C@@H](CO)c3c2c2ccc(OC)cc2n3C)C1	-3.3	2	0.3
CCCNC(=O)N1C[C@@H]2N[C@H](C1)C2c1ccc(-c2ccc(OC)cc2)cc1 (stereo partly specified)	-0.2&1.4	-14&-8	0.1&0.0
N#C[C@H]1[C@H](c2ccccc2-c2cccc(F)c2)[C@@H](CO)N1C(=O)C1CC1	3.6	-2	0.0
CCC(=O)N1CC2(C1)CN(C(=O)CN1CCOCC1)[C@H](CO)c1[nH]c3cc(OC)ccc3c12	-0.2	19	0.3
COc1cccc(S(=O)(=O)N2CC3(CN(C(=O)Nc4ccc(F)cc4)[C@H](CO)c4[nH]c5cc(OC)ccc5c43)C2)c1	-0.1	-9	0.3
Fc1cccc(-c2ccc(C3[C@@H]4CN(Cc5cncnc5)C[C@H]3N4)cc2)c1 (stereo partly specified)	4.9&-3.6	4&-1	0.1&0.1
C[C@H](CO)N1C[C@H](C)[C@@H](CN(C)C(=O)c2ccncc2)Oc2ncc(C#CC3CC3)cc2C1=O	1.3	2	0.0
C[C@H](CO)N1C[C@H](C)[C@@H](CN(C)C(=O)C2CC2)Oc2cc(C#CC(C)(C)O)ccc2S1(=O)=O	1.8	0	-1.2
C(=C\c1ccc(C2[C@@H]3CN(Cc4cocn4)C[C@H]2N3)cc1)/c1ccccc1 (stereo partly specified)	1.3&-1.1	-1&-3	0.0&0.0
CC(=O)N(C)C[C@H]1Oc2cc(C3=CCCCC3)ccc2S(=O)(=O)N([C@@H](C)CO)C[C@H]1C	-2.8	0	0.3
C[C@H]1CN([C@@H](C)CO)C(=O)c2cc(C3=CCCCC3)cnc2O[C@@H]1CN(C)S(C)(=O)=O	1.5	-2	-0.6
COc1ccccc1NC(=O)N1[C@@H]2CNC[C@H]1C2c1ccc(-c2ccccc2C)cc1 (stereo partly specified)	1.2	-4	0.1
C[C@@H]1CN([C@H](C)CO)S(=O)(=O)c2ccc(C#CC3CC3)cc2O[C@H]1CN(C)Cc1cncnc1	1.3	-5	-0.2
CC(=O)N(C)C[C@H]1Oc2cc(C3=CCCCC3)ccc2S(=O)(=O)N([C@@H](C)CO)C[C@@H]1C	-3.5	7	-0.9
CCCC(=O)N1CCC2(CC1)CN(S(=O)(=O)c1ccc(C)cc1)[C@@H](CO)c1[nH]c3cc(OC)ccc3c12	-1.1	-28	0.3
C[C@@H]1CN([C@@H](C)CO)C(=O)c2cccc(NC(=O)Nc3cccc4ccccc34)c2O[C@H]1CN(C)C(=O)Nc1ccc(C(F)(F)F)cc1	-1.1	14	-0.2

Three entries out of the list above, arranged by their value in INS-1E GSIS act, falling:
SMILES	INS-1E GSIS act
CC(=O)N(C)C[C@H]1Oc2cc(C3=CCCCC3)ccc2S(=O)(=O)N([C@@H](C)CO)C[C@H]1C	0
COc1ccccc1NC(=O)N1[C@@H]2CNC[C@H]1C2c1ccc(-c2ccccc2C)cc1 (stereo partly specified)	-4
CCC(=O)N(C)C[C@H]1Oc2cc(C3=CCCCC3)ccc2S(=O)(=O)N([C@@H](C)CO)C[C@H]1C	-5

Some entries already given, reduced to Xi reactivation and F508del corr:
molecule	Xi reactivation	F508del corr
C[C@@H]1CN([C@@H](C)CO)C(=O)c2cc(NS(=O)(=O)c3cccs3)ccc2O[C@@H](C)CCCCO[C@@H]1CN(C)C(=O)Nc1ccc(F)cc1	-0.7	0.6
COc1ccc2c3c(n(C)c2c1)[C@@H](CO)NCC31CN(S(=O)(=O)c2cccc(C)c2)C1	0.2	0.6
COc1ccc2c3c(n(C)c2c1)[C@H](CO)N(Cc1ccncc1)CC31CCN(C(=O)C2CC2)CC1	0.0	3.3

Screens as filed in PubChem.
